# Mtb BioA inh: inhibitors of Mycobacterium tuberculosis BioA enzyme | inhibition, % at 9.99 µM | actives 0.096% (n = 360,000) | purified M. tuberculosis BioA enzyme, plate reader | AID 602481; in the data active = inhibition above about 40%
# * hit, by the source's call.
SMILES,Mtb BioA inh
C[C@@H]1CN([C@H](C)CO)C(=O)c2cc(NS(=O)(=O)c3ccc(Cl)cc3)ccc2O[C@@H]1CN(C)CC1CC1,-0.7
CCNC(=O)[C@H]1[C@H](CO)[C@H]2Cn3c(ccc(-c4cccc(F)c4)c3=O)[C@@H]1N2C(=O)c1ccccn1,-1.4
C[C@@H]1CN([C@H](C)CO)C(=O)Cc2cc(NC(=O)Cn3cnnn3)ccc2O[C@H]1CN(C)Cc1ccc2c(c1)OCO2,63*
C[C@H]1CN([C@@H](C)CO)C(=O)c2cc(NC(=O)Nc3ccc(F)cc3)ccc2O[C@@H]1CN(C)S(=O)(=O)c1ccc(Cl)cc1,-0.4
C[C@H]1CN([C@@H](C)CO)C(=O)c2c(c3ccccc3n2C)-c2ccccc2CO[C@H]1CN(C)C(=O)Nc1ccccc1,-1.6
CC(=O)N(C)C[C@H]1Oc2cc(-c3cncnc3)ccc2S(=O)(=O)N([C@H](C)CO)C[C@H]1C,-0.1
O=C(C[C@@H]1C=C[C@H](NC(=O)Nc2ccc3c(c2)OCO3)[C@@H](CO)O1)NCc1ccc(F)cc1,-3.5
O=C(C[C@@H]1C=C[C@@H](NC(=O)Nc2ccccc2F)[C@H](CO)O1)NCc1ccc(-c2ccccc2)cc1,2.4
Cc1noc(C)c1NC(=O)Nc1ccc2c(c1)CC(=O)N([C@@H](C)CO)C[C@@H](C)[C@@H](CN(C)S(=O)(=O)c1ccccc1)O2,-3.3
C[C@@H]1CN([C@H](C)CO)C(=O)c2cc(/C=C/c3ccccc3)cnc2O[C@H]1CN(C)Cc1ccccc1F,-1.9
C[C@@H]1CCCCO[C@H](CN(C)Cc2ccc(C(F)(F)F)cc2)[C@H](C)CN([C@@H](C)CO)C(=O)c2cc(NC(=O)Nc3ccccc3)ccc2O1,-1.2
COc1ccc(NC(=O)Nc2ccc3c(c2)[C@@H]2C[C@@H](CC(=O)NCC4CC4)O[C@H](CO)[C@@H]2O3)cc1,0.2
COCC(=O)N1C[C@@H](C)[C@H](OC)CN(C)C(=O)c2cc(NC(=O)c3ccccc3)ccc2OC[C@H]1C,-2.6
O=C([C@H]1[C@H](CO)[C@H]2Cn3c(cccc3=O)[C@H]2N1CCC(F)(F)F)N1CCCCC1,-1.0
CNC[C@H]1OCCCC[C@H](C)Oc2ccc(N(C)C)cc2C(=O)N([C@H](C)CO)C[C@H]1C,-1.4
C[C@@H]1CN([C@@H](C)CO)C(=O)c2cc(-c3ccccc3F)cnc2O[C@H]1CN(C)Cc1cccc(C(=O)O)c1,-7.8
O=C(C[C@@H]1C=C[C@H](NC(=O)C2CCOCC2)[C@@H](CO)O1)NCC1CC1,0.9
C/C=C/c1ccc2c(c1)[C@@H]1[C@@H](CCN1C(=O)c1cnccn1)[C@H](CO)N2,3.2
COCC#Cc1ccc([C@@H]2[C@H](CO)N3CCCCN(S(=O)(=O)c4ccc(OC)cc4)C[C@@H]23)cc1,-0.1
O=C(CCN1CCCCC1)NCC[C@@H]1CC[C@@H](NC(=O)Cc2cccnc2)[C@@H](CO)O1,-1.8
C[C@H](CO)N1C[C@H](C)[C@H](CN(C)S(=O)(=O)c2cn(C)cn2)Oc2ccc(NS(=O)(=O)c3ccc(Cl)cc3)cc2CC1=O,-0.2
Cc1noc(C)c1NC(=O)Nc1ccc2c(c1)C(=O)N([C@@H](C)CO)C[C@@H](C)[C@H](CN(C)C(=O)Nc1ccc(C(F)(F)F)cc1)OCCCC[C@@H](C)O2,0.6
O=C(Nc1ccccc1)N1CCCCN2[C@H](C1)[C@@H](c1ccc(C#Cc3ccccc3)cc1)[C@@H]2CO,-3.1
C[C@H](CO)N1C[C@H](C)[C@@H](CN(C)S(=O)(=O)c2ccc(F)cc2)OCCCC[C@H](C)Oc2ccc(NS(=O)(=O)c3ccc(F)cc3)cc2C1=O,-1.0
COc1ccc(-c2cn(CC[C@@H]3CC[C@@H](NS(=O)(=O)c4ccccc4C)[C@@H](CO)O3)nn2)cc1,4.0

# Reformatted: entries from further up.
C[C@H]1CN([C@@H](C)CO)C(=O)c2cc(NC(=O)Nc3ccc(F)cc3)ccc2O[C@@H]1CN(C)S(=O)(=O)c1ccc(Cl)cc1
- Mtb BioA inh: -0.4
O=C(C[C@@H]1C=C[C@@H](NC(=O)Nc2ccccc2F)[C@H](CO)O1)NCc1ccc(-c2ccccc2)cc1
- Mtb BioA inh: 2.4

# As a short view, two of the compounds above.
SMILES,Mtb BioA inh
COCC(=O)N1C[C@@H](C)[C@H](OC)CN(C)C(=O)c2cc(NC(=O)c3ccccc3)ccc2OC[C@H]1C,-2.6
O=C([C@H]1[C@H](CO)[C@H]2Cn3c(cccc3=O)[C@H]2N1CCC(F)(F)F)N1CCCCC1,-1.0

# Quoted from the listing:
# Mtb BioA inh, C[C@@H]1CN([C@@H](C)CO)C(=O)c2cc(-c3ccccc3F)cnc2O[C@H]1CN(C)Cc1cccc(C(=O)O)c1 is entered as -7.8
# Mtb BioA inh, C[C@@H]1CN([C@H](C)CO)C(=O)Cc2cc(NC(=O)Cn3cnnn3)ccc2O[C@H]1CN(C)Cc1ccc2c(c1)OCO2 is entered as 63*

# Three entries from above, reformatted:
> O=C(Nc1ccccc1)N1CCCCN2[C@H](C1)[C@@H](c1ccc(C#Cc3ccccc3)cc1)[C@@H]2CO
  Mtb BioA inh: -3.1

> C[C@H](CO)N1C[C@H](C)[C@@H](CN(C)S(=O)(=O)c2ccc(F)cc2)OCCCC[C@H](C)Oc2ccc(NS(=O)(=O)c3ccc(F)cc3)cc2C1=O
  Mtb BioA inh: -1.0

> COc1ccc(-c2cn(CC[C@@H]3CC[C@@H](NS(=O)(=O)c4ccccc4C)[C@@H](CO)O3)nn2)cc1
  Mtb BioA inh: 4.0

# (list continues)
SMILES,Mtb BioA inh
COc1ccc(CN(C)C[C@H]2OCCCC[C@H](C)Oc3ccc(NC(=O)C4CCCCC4)cc3C(=O)N([C@@H](C)CO)C[C@@H]2C)cc1,-3.3
C[C@H]1CCCCO[C@@H](CN(C)C(=O)Nc2ccc(F)cc2)[C@@H](C)CN([C@@H](C)CO)C(=O)c2cc(NS(=O)(=O)c3ccc(Cl)cc3)ccc2O1,0.0
CC(C)NC(=O)N(C)C[C@@H]1Oc2c(NC(=O)Nc3ccccc3)cccc2C(=O)N([C@H](C)CO)C[C@@H]1C,1.9
COc1ccc(NC(=O)N(C)C[C@@H]2OCCCC[C@@H](C)Oc3ccc(NC(=O)CCCN(C)C)cc3C(=O)N([C@H](C)CO)C[C@H]2C)cc1,-0.8
CC(=O)N1C[C@@H]2[C@H](c3ccccc31)[C@H](CO)N2C(=O)CC1CC1,-6.6
CNC(=O)C[C@H]1CC[C@H]2[C@@H](COC[C@@H](O)CN2S(=O)(=O)c2ccccc2Cl)O1,0.0
C[C@@H]1CN([C@@H](C)CO)C(=O)c2cccc(NC(=O)NC3CCCCC3)c2O[C@@H]1CN(C)C,-2.3
COc1ccc(CN(C)C[C@H]2OCCCC[C@@H](C)Oc3ccc(NC(=O)c4ccncc4)cc3C(=O)N([C@H](C)CO)C[C@@H]2C)cc1,-1.4
CO[C@H]1CN(C)C(=O)c2cc(NC(=O)NC(C)C)ccc2OC[C@H](C)N(CCC(F)(F)F)C[C@@H]1C,1.1
O=C(Nc1ccc2c(c1)[C@@H]1C[C@@H](CC(=O)N3CCOCC3)O[C@@H](CO)[C@@H]1O2)NC1CCCCC1,-0.1
CCCNC(=O)N(C)C[C@@H]1Oc2ncc(C#C[C@H](C)O)cc2C(=O)N([C@H](C)CO)C[C@@H]1C,-2.8
C[C@@H](NC(=O)C[C@H]1CC[C@@H]2[C@H](COC[C@@H](O)CN2Cc2ccc(C(F)(F)F)cc2)O1)c1ccccc1,2.6
C[C@H]1CN([C@@H](C)CO)C(=O)c2cc(-c3cccc(F)c3)cnc2O[C@@H]1CN(C)CC1CCOCC1,1.8
O=C(NCCc1ccncc1)[C@@H]1[C@@H](CO)[C@@H]2Cn3c(ccc(C4=CCCCC4)c3=O)[C@H]1N2CC1CC1,3.1
CN(C)C(=O)C[C@H]1CC[C@@H]2[C@H](COC[C@@H](O)CN2C(=O)C2CCOCC2)O1,-3.0
COc1cccc(C#Cc2ccc3c(c2)O[C@H](CN(C)C(C)=O)[C@H](C)CN([C@H](C)CO)S3(=O)=O)c1,1.7
O=C(Nc1ccc(F)cc1)N1C[C@@H]2[C@H](c3ccccc31)[C@@H](CO)N2C(=O)Cc1ccccc1,0.8
COc1ccc(S(=O)(=O)Nc2ccc3c(c2)C(=O)N([C@@H](C)CO)C[C@@H](C)[C@H](CN(C)C(=O)Nc2cccc4ccccc24)O3)cc1,1.5
CO[C@@H]1CN(C)C(=O)c2cc(NC(=O)C3CCOCC3)ccc2OC[C@@H](C)N(CC2CC2)C[C@H]1C,-1.0
CC(=O)N[C@H]1CC[C@H](CCNC(=O)C2CCCC2)O[C@@H]1CO,-0.6
C[C@H](CO)N1C[C@H](C)[C@H](CN(C)C(=O)c2ccccc2)Oc2ncc(C3=CCCC3)cc2C1=O,4.4
COc1cccc(NC(=O)Nc2ccc3c(c2)C(=O)N(C)C[C@H](OC)[C@H](C)CN[C@H](C)CO3)c1,-0.2
C[C@@H]1CCCCO[C@@H](CN(C)C(=O)Nc2ccccc2)[C@H](C)CN([C@@H](C)CO)C(=O)c2cc(NS(=O)(=O)c3ccccc3)ccc2O1,-1.5
CC(C)NC(=O)N(C)C[C@@H]1OCCCC[C@H](C)Oc2ccc(NC(=O)Nc3cccc4ccccc34)cc2C(=O)N([C@@H](C)CO)C[C@H]1C,-1.9
C[C@H](CO)N1C[C@H](C)[C@H](CN(C)C(=O)Nc2ccc(N3CCCCC3)cc2)OCc2cn(nn2)CCCC1=O,-1.5
# (more compounds)
SMILES,Mtb BioA inh
O=C(C[C@H]1CC[C@@H](NS(=O)(=O)c2cccc(F)c2)[C@@H](CO)O1)N1CCCCC1,-1.4
CNC(=O)C[C@H]1CC[C@H]2[C@@H](COc3ccc(NC(=O)C(C)C)cc3C(=O)N2C)O1,6.1
CN(C)c1ccc2c(c1)[C@H]1C[C@H](CC(=O)NCc3ccc(Oc4ccccc4)cc3)O[C@@H](CO)[C@H]1O2,0.3
O=C(C[C@H]1C=C[C@H](NC(=O)c2ccccc2)[C@@H](CO)O1)NCCc1ccncc1,-2.0
Cc1noc(C)c1NC(=O)Nc1ccc2c(c1)C(=O)N([C@H](C)CO)C[C@H](C)[C@H](CN(C)C(=O)Nc1ccc(F)cc1)OCCCC[C@H](C)O2,-0.4
C[C@@H]1CN([C@@H](C)CO)C(=O)c2cc(NC(=O)Nc3ccccc3)ccc2O[C@H]1CN(C)S(=O)(=O)c1ccccc1,20
C[C@H]1CN([C@@H](C)CO)C(=O)Cc2cc(NS(=O)(=O)c3ccc(F)cc3)ccc2O[C@@H]1CN(C)CC1CCCCC1,-3.1
CCCC#Cc1ccc2c(c1)O[C@@H](CN(C)C(=O)c1ccccn1)[C@@H](C)CN([C@@H](C)CO)S2(=O)=O,-1.7
C/C=C/c1ccc([C@H]2[C@@H](CNC(=O)c3ccccc3)N(C(C)=O)[C@H]2CO)cc1,-2.4
Cc1ccc(S(=O)(=O)NCC[C@H]2CC[C@@H](NC(=O)CC3CC3)[C@@H](CO)O2)cc1,-0.9
C[C@@H]1CN([C@H](C)CO)C(=O)CCCn2nncc2CO[C@@H]1CN(C)C(=O)Nc1ccccc1F,-1.4
C[C@@H]1CCCCO[C@@H](CN(C)S(C)(=O)=O)[C@@H](C)CN([C@H](C)CO)C(=O)c2cc(NS(=O)(=O)c3ccc(F)cc3)ccc2O1,0.0
CN1CCCCN2[C@H](C1)[C@H](c1ccc(-c3ccccc3)cc1)[C@@H]2CO,4.1
COc1ccc(NC(=O)Nc2ccc3c(c2)C(=O)N([C@H](C)CO)C[C@H](C)[C@H](CN(C)CC2CCCCC2)O3)cc1,0.7
C[C@H](CO)N1C[C@H](C)[C@@H](CN(C)C(=O)CCC(F)(F)F)OCCCC[C@H](C)Oc2ccc(N(C)C)cc2C1=O,-0.5
CO[C@H](CN(C)S(=O)(=O)c1ccc(F)cc1)[C@H](C)CN(C(=O)Nc1ccccc1F)[C@H](C)CO,0.3
Cc1noc(C)c1S(=O)(=O)Nc1ccc2c(c1)CC(=O)N([C@H](C)CO)C[C@@H](C)[C@@H](CN(C)CC1CCCCC1)O2,1.1
C[C@H](CO)N1C[C@H](C)[C@@H](CN(C)C(=O)NC2CCCCC2)Oc2ccc(NS(=O)(=O)c3cn(C)cn3)cc2CC1=O,-0.7
Cc1noc(C)c1NC(=O)Nc1ccc2c(c1)C(=O)N([C@H](C)CO)C[C@H](C)[C@@H](CN(C)C(=O)Nc1ccc(F)cc1)OCCCC[C@@H](C)O2,-1.1
COc1ccc(NC(=O)N(C)C[C@H]2Oc3c(NC(=O)NC(C)C)cccc3C(=O)N([C@H](C)CO)C[C@H]2C)cc1,-0.5
C[C@@H]1CN([C@@H](C)CO)C(=O)c2cc(-c3ccc(F)cc3)cnc2O[C@H]1CN(C)C(=O)Nc1ccc(F)cc1,2.3
CCCNC(=O)C[C@H]1CC[C@@H]2[C@H](COc3ccc(NC(=O)c4ccc5c(c4)OCO5)cc3C(=O)N2C)O1,4.0
CCc1csc(N2[C@H](CO)[C@H](c3ccc(-c4ccc(F)cc4)cc3)[C@@H]2C#N)n1,0.5
CC(C)NC(=O)N(C)C[C@@H]1Oc2ccc(NC(=O)Nc3ccc4c(c3)OCO4)cc2CC(=O)N([C@@H](C)CO)C[C@@H]1C,13
COC(=O)[C@@H]1[C@@H](CO)[C@@H]2Cn3c(ccc(-c4cccc(F)c4)c3=O)[C@@H]2N1C(C)=O,-0.8
C[C@H]1CN([C@@H](C)CO)C(=O)c2cc(NC(=O)NC3CCCCC3)ccc2O[C@H]1CN(C)S(C)(=O)=O,3.3
C[C@H](CO)N1C[C@H](C)[C@H](CN(C)C)OCCCC[C@H](C)Oc2ccc(NC(=O)c3ccncc3)cc2C1=O,-1.4
C[C@@H]1CCCCO[C@H](CN(C)Cc2ccc(C(=O)O)cc2)[C@H](C)CN([C@H](C)CO)C(=O)c2cc(NC(=O)Nc3ccc(C(F)(F)F)cc3)ccc2O1,3.4
COc1cccc(S(=O)(=O)N2C[C@H](O)COC[C@@H]3O[C@@H](CC(=O)N4CCN(C)CC4)CC[C@H]32)c1,0.5
O=C(C1CC1)N1[C@@H]2CN(S(=O)(=O)c3ccc(F)cc3)c3ccccc3[C@@H]2[C@@H]1CO,-1.8

# Screening data (PubChem BioAssay)

# An excerpt; the hit share may differ from the screen's.
